Screening data as filed in PubChem BioAssay.
MK inhibit: inhibitors of Streptococcus pneumoniae mevalonate kinase | purified MK, PK/LDH-coupled NADH absorbance 340 nm | inhibition, % at 10 µM | 65,000 compounds, 0.48% hits | AID 555;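 active = ranked among the strongest by inhibition in the single 10 µM screen, a fixed top-ranked set picked for dose follow-up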; also: no value below 0 was filed
KRASV12 cytotoxicity: viability loss of HPDE-C7K cells – cell-based, fluorescence, HTS, primary screen (AID 431); cytotoxicity, % at 10 µM; hits with a dose series show EC50 in µM; 63,000 compounds, 1.7% hits; HPDE-C7K KRASV12 cells, Alamar Blue viability, 48 h; higher % means a stronger effect;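 active = compounds whose percent cytotoxicity in the single-dose primary screen, scaled between solvent and toxic-drug controls, exceeds 50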;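 also: 0% = DMSO solvent wells and 100% = doxorubicin-treated wells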
TNAP inhibition: inhibition of tissue-nonspecific alkaline phosphatase – biochemical, luminescent (AID 518) | purified TNAP enzyme, luminescent substrate readout; higher % means a stronger effect | one-dose inhibition, % at 20 µM; IC50 in µM for titrated hits | 64,000 compounds, 0.09% hits; in the data active = a potency from the dose series; inactive = the rest, 99 in 100 with inhibition below about 22%;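 also: plate controls were vehicle for no effect and reference inhibitor for full effect; many of its hits are not listed in these tables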
HT1080 viability: cytotoxicity in HT1080 fibrosarcoma cells, cell-based, fluorescence readout (AID 620); HT1080 viability, fluorescence; higher % means a stronger effect; cytotoxicity, % at 10 µM, or EC50 in µM where a hit was titrated; 87,000 compounds, 0.42% hits;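 also: cells exposed to compound overnight then 4 h with Alamar Blue; 0% = vehicle DMSO and 100% = killing control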
DPM-DC inhibit: blocks S. pneumoniae diphosphomevalonate decarboxylase | purified DPM-DC, PK/LDH coupled NADH fluorescence | calls only at 10 µM | 65,000 compounds, 0.49% hits | AID 556;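 active = the 320 compounds with the highest percent inhibition in the single-dose primary screen, excluding strongly autofluorescent ones, cut at about 32% in these data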;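 also: kinetic rate of NADH fluorescence loss reporting ADP formed by the decarboxylase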
Spn PMK inh: blocks S. pneumoniae phosphomevalonate kinase; purified PMK, PK/LDH-coupled NADH absorbance 340 nm; inhibition, % at 10 µM; 65,000 compounds, 0.49% hits; AID 539;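 active = top-ranked compounds by inhibition in the single 10 µM screen, taking a fixed number of the strongest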;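 also: 0% = full reaction with DMSO carrier and 100% = background rate without enzyme reaction; no value below 0 was filed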
Bfl-1 inhibitors: Bfl-1 inhibitors, primary screen, biochemical, fluorescence polarization, FITC-Bid, mouse (AID 432). FITC-Bid BH3 peptide fluorescence polarization displacement; higher % means a stronger effect. 64,000 compounds, 0.02% hits. displacement, % at 20 µM, or IC50 in µM where a hit was titrated; in the data active = a potency from the dose series; inactive = the rest, 99 in 100 with displacement below about 15%; also: strong numbers were not always called active
HPDE-C7 viability: cytotoxicity in HPDE-C7 cells, cell-based, fluorescence, HTS (AID 430); HPDE-C7 pancreatic duct cells viability, fluorescence; higher % means a stronger effect; cytotoxicity, % at 10 µM, or EC50 in µM where a hit was titrated; 63,000 compounds, 1.8% hits;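 also: cells exposed to compound for 48 hours before viability readout; 0% = vehicle and 100% = reference cytotoxic drug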
LYP phosphatase: LYP phosphatase inhibitors, primary screen, biochemical, DiFMUP fluorescence, recombinant catalytic domain, 10 µM (AID 606); 52,000 tested, under 10 active; recombinant LYP catalytic domain, DiFMUP fluorescence; higher % means a stronger effect; one-dose inhibition, % at 10 µM; IC50 in µM for titrated hits;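 active = IC50 under 40 µM in the dose-response test; inactive = IC50 of 40 µM or more, or never dose-tested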
Spn PMK inh pilot replicates: second read-out of Spn PMK inh, no call of its own (marks repeat the call); inhibition, %; measured here: pilot screen replicates
MK inhibit pilot replicates: also measured in MK inhibit; calls as there; inhibition, %; measured here: pilot screen replicates
DPM-DC inhibit pilot screen %: further read-out of DPM-DC inhibit, marked with its call; inhibition, %; measured here: pilot screen trials
* marks the source's active call; other numbers are inactive results; i = inactive; / = no result given. Rule as the data show it, unless noted: active = cytotoxicity above about 50%; inactive = the rest.

SMILES	MK inhibit	KRASV12 cytotoxicity	TNAP inhibition	HT1080 viability	DPM-DC inhibit	Spn PMK inh	Bfl-1 inhibitors	HPDE-C7 viability	LYP phosphatase	others
CC(C)N(CCNC(=O)C1CCC(=O)N1Cc1ccc(F)cc1)Cc1ccccc1 (stereo not given)	6	/	/	10%	i	10	/	/	/
OC(COc1ccccc1Cl)CN1CCN(CC(O)COc2ccccc2Cl)CC1 (stereo not given)	9	12%	6%	-3%	i	6	-3%	9%	/
Cc1ccccc1NC(=O)Cn1nnc(-c2ccc(N3CCOCC3)cc2)n1	12	-7%	19%	1%	i	12	-2%	-1%	-4%
Cc1cc(N=Cc2cc(Br)ccc2O)no1	11	-4%	15%	9%	i	18	-10%	-9%	-4%	Spn PMK inh pilot replicates=7.5;MK inhibit pilot replicates=5.5;DPM-DC inhibit pilot screen %=0.0
O=C(O)Cn1nnn(-c2ccccc2)c1=S	12	2%	8%	-10%	i	7	15%	-4%	-2%
CC(C)C(NC(=O)C1CCCCC1)C(=O)NC1CCN(Cc2ccccc2)CC1 (stereo not given)	3	-6%	4%	-2%	i	5	4%	-2%	3%
COc1ccc(-n2c(SCC(=O)N3CCCCC3)nc(O)cc2=O)cc1	4	-15%	11%	1%	i	0	-4%	-33%	6%
Cc1c(NC(=O)CN2CCCc3ccccc32)c(=O)n(-c2ccccc2)n1C	0	-2%	7%	-1%	i	5	10%	7%	1%
COC(=O)[C@H](Cc1ccccc1)NC(=O)N1CCCCC1C (stereo not given in full)	0	/	6%	12%	i	0	3%	/	5%
CC(=O)Nc1cccc(NC(=O)c2cc3ccccc3o2)c1	0	-18%	8%	10%	i	12	-2%	-8%	/
CCCC(C(=O)N1CCOCC1)N1C(=O)C2C3C=CC(C3)C2C1=O (stereo not given)	7	-15%	3%	-2%	i	4	26%	-9%	1%
c1ccc(Oc2cccc(OCCCn3cncn3)c2)cc1	7	-11%	3%	-5%	i	0	-10%	-10%	12%
COC(=O)Cn1c(=O)c2c(nc3n2CC(C)CN3c2ccc(C)c(C)c2)n(C)c1=O (stereo not given)	6	6%	15%	-1%	i	5	2%	14%	-5%	Spn PMK inh pilot replicates=4.5;MK inhibit pilot replicates=14;DPM-DC inhibit pilot screen %=1.5
CCOC(=O)c1cnn(-c2ncnc3c2oc2ccccc23)c1N	6	4%	4%	-9%	i	0	-4%	-2%	3%
COc1ccc2ccccc2c1C(O)c1nccn1C (stereo not given)	2	2%	9%	2%	i	0	-6%	4%	8%
CCOCCCN1C(=O)CN(C2CCCCCC2)C(=O)C1c1ccc(OC)cc1 (stereo not given)	0	-3%	11%	-5%	i	12	0%	-22%	9%
Cc1onc(-c2ccccc2Cl)c1C(=O)Nc1ccc(-c2cn3cccnc3n2)cc1	0	-2%	5%	10%	/	18	-6%	-15%	2%
CC(NS(=O)(=O)c1ccccc1)C(=O)Nc1nccs1 (stereo not given)	4	7%	2%	-1%	i	13	-5%	-2%	16%
Cc1cccc(NC(=O)CN(C)S(=O)(=O)c2cccc3nsnc23)c1C	0	-2%	10%	4%	i	12	-8%	-7%	4%
O=C(O)CC(Cc1ccc(Br)cc1)C(=O)O (stereo not given)	5	7%	9%	14%	i	5	4%	-4%	-6%
CCCn1c(-c2ccc(F)cc2)cnc1SCC(=O)O	1	-12%	18%	-8%	i	14	0%	-22%	4%	Spn PMK inh pilot replicates=0.0;MK inhibit pilot replicates=0.0;DPM-DC inhibit pilot screen %=1.5
CC(=O)Nc1ccc(N/C=C/C(=O)c2ccc(C)o2)cc1	10	-16%	4%	/	i	4	0%	-16%	-1%
Nc1nc(-c2nc3ccccc3[nH]2)cs1	2	-4%	0%	6%	i	0	-9%	1%	-5%
COc1ccc(C2CC(=O)c3cnc(NC(=O)c4ccccc4OC)nc3C2)c(OC)c1 (stereo not given)	2	-8%	10%	6%	i	14	-10%	-9%	8%	Spn PMK inh pilot replicates=0.0;MK inhibit pilot replicates=0.0;DPM-DC inhibit pilot screen %=0.0
Nc1nc(-c2ccc(Cl)cc2Cl)cn1N	6	/	18%	-7%	i	17	-5%	/	10%
COc1ccccc1Oc1ccc(S(=O)(=O)Nc2cccnc2)cc1	7	26%	10%	-13%	i	7	-5%	52%*	/
CCc1c(C)nc(SCC(=O)N2CCc3ccccc32)[nH]c1=O	14	1%	2%	18%	i	11	5%	-7%	5%
COc1ccc(N(CC(=O)N2CCN(C)CC2)S(C)(=O)=O)cc1OC	0	1%	2%	-4%	i	0	2%	2%	-8%
CCc1nnc(NC(=O)CSc2nnc(COc3ccccc3)n2-c2ccc(C)cc2)s1	7	2%	4%	3%	i	0	-5%	-5%	-32%
Cc1cccn2c(=O)c3cc(C#N)c(=NC(=O)c4cccnc4)n(CC4CCCO4)c3nc12 (stereo not given)	6	23%	18%	20%	/	13	3%	7%	12%	Spn PMK inh pilot replicates=4.0;MK inhibit pilot replicates=2.0
COc1cccc(Oc2nnnn2-c2ccccc2)c1	0	-16%	8%	0%	i	8	-5%	-23%	-5%
O=C(O)CC(NCc1ccco1)C(=O)OCC1CCCO1 (stereo not given)	0	-4%	3%	0%	i	6	-4%	-2%	2%
CCOC(=O)c1c(NC(=O)CSc2nnc(-c3cccnc3)n2Cc2ccco2)sc(C)c1C	6	-8%	11%	2%	i	18	0%	-5%	10%
COc1cc(NC(=O)C2CCCCC2)c(OC)cc1NC(=O)CCC(=O)NCc1ccco1	2	/	4%	-3%	i	14	-4%	/	2%
COC(=O)C1OC2(OC1C(=O)OC)c1ccccc1-c1ccccc12 (stereo not given)	8	-1%	14%	19%	i	14	-10%	-2%	-9%
CCOc1ccccc1N1C(=O)c2cccnc2C1=O	0	-1%	3%	-5%	i	0	-3%	1%	5%
C=C(C)Cn1c(CNC(C)=O)nc2ccccc21	7	0%	8%	2%	i	3	-7%	5%	9%
CC(C)N(C(=O)CSc1nnnn1C1CCCC1)C(C)C	1	-10%	3%	0%	i	0	-8%	-16%	/
CC1(CCC#N)N=C(SCCC#N)N(c2ccccc2)C1=O (stereo not given)	11	-2%	6%	-14%	i	2	-3%	-14%	-7%
CCCNC(=O)Cn1cnc2sc(C(=O)N3CCN(CCC)CC3)c(C)c2c1=O	9	4%	4%	1%	i	6	-5%	-2%	1%
CN1CCN(C(=O)c2cc3nc(-c4ccc(F)cc4)cc(C(F)(F)F)n3n2)CC1	31	3%	11%	-1%	i	17	-1%	5%	12%
COc1cccc(OC)c1OCCCN1CCOCC1	27	9%	5%	8%	i	2	1%	-1%	14%
CC/C(C)=C1\SC(N2CCN(C(C)=O)CC2)=NC1=O	0	9%	10%	0%	i	0	-2%	-1%	12%
O=S(=O)(c1ccc2ccccc2c1)n1cnc2ccccc21	6	8%	8%	-12%	i	9	-3%	3%	/
Cc1nc(SCC(=O)N2CCOCC2)c2ccsc2n1	5	-7%	5%	3%	i	12	3%	-3%	/

3 entries from above, sorted by formula weight, high to low.
SMILES	MK inhibit	KRASV12 cytotoxicity	TNAP inhibition	HT1080 viability	DPM-DC inhibit	Spn PMK inh	Bfl-1 inhibitors	HPDE-C7 viability	LYP phosphatase	others
CCOC(=O)c1c(NC(=O)CSc2nnc(-c3cccnc3)n2Cc2ccco2)sc(C)c1C	6	-8%	11%	2%	i	18	0%	-5%	10%
CN1CCN(C(=O)c2cc3nc(-c4ccc(F)cc4)cc(C(F)(F)F)n3n2)CC1	31	3%	11%	-1%	i	17	-1%	5%	12%
O=S(=O)(c1ccc2ccccc2c1)n1cnc2ccccc21	6	8%	8%	-12%	i	9	-3%	3%	/

The main list resumes; the seven compounds before the break are reprinted first.
SMILES	MK inhibit	KRASV12 cytotoxicity	TNAP inhibition	HT1080 viability	DPM-DC inhibit	Spn PMK inh	Bfl-1 inhibitors	HPDE-C7 viability	LYP phosphatase	others
CC1(CCC#N)N=C(SCCC#N)N(c2ccccc2)C1=O (stereo not given)	11	-2%	6%	-14%	i	2	-3%	-14%	-7%
CCCNC(=O)Cn1cnc2sc(C(=O)N3CCN(CCC)CC3)c(C)c2c1=O	9	4%	4%	1%	i	6	-5%	-2%	1%
CN1CCN(C(=O)c2cc3nc(-c4ccc(F)cc4)cc(C(F)(F)F)n3n2)CC1	31	3%	11%	-1%	i	17	-1%	5%	12%
COc1cccc(OC)c1OCCCN1CCOCC1	27	9%	5%	8%	i	2	1%	-1%	14%
CC/C(C)=C1\SC(N2CCN(C(C)=O)CC2)=NC1=O	0	9%	10%	0%	i	0	-2%	-1%	12%
O=S(=O)(c1ccc2ccccc2c1)n1cnc2ccccc21	6	8%	8%	-12%	i	9	-3%	3%	/
Cc1nc(SCC(=O)N2CCOCC2)c2ccsc2n1	5	-7%	5%	3%	i	12	3%	-3%	/
CC(=O)/C(C#N)=C1\NC(=O)C(Cc2ccccc2)S1 (stereo not given)	10	44%	1%	17%	i	2	2%	47%	-2%
C=CCn1c(=O)c2c(nc3n2CCN3c2cccc(Cl)c2C)n(C)c1=O	6	0%	1%	3%	i	19	-2%	1%	12%
Cc1ccccc1CS(=O)(=O)Cc1ccc(C(=O)NCCCN2CCOCC2)o1	0	-4%	18%	-4%	i	13	2%	0%	0%	Spn PMK inh pilot replicates=0.0;MK inhibit pilot replicates=0.0;DPM-DC inhibit pilot screen %=0.0
O=C(CSc1nnc2n(C3CCCC3)c(=O)c3ccccc3n12)N1CCCCCC1	0	-4%	8%	17%	i	11	-5%	-5%	-2%
O=C(CCn1nnc2ccccc2c1=O)NCC1CCC(C(=O)O)CC1 (stereo not given)	7	-2%	8%	10%	i	8	-6%	10%	/
COc1cc(OC)nc(NC(=O)CSc2nc3ccccc3o2)n1	8	4%	12%	-8%	i	8	10%	-9%	9%	Spn PMK inh pilot replicates=0.0;MK inhibit pilot replicates=0.0;DPM-DC inhibit pilot screen %=4.0
COc1cc(NC(=O)c2c(F)cccc2F)nc(OC)n1	2	1%	8%	/	i	10	1%	2%	/
Clc1ccc(OCc2cn3cccnc3n2)c2ncccc12	0	24%	3%	13%	/	14	-5%	24%	11%
O=C(Nc1cccc(C(=O)N2CCOCC2)c1)c1cccnc1	4	2%	8%	6%	i	0	1%	-1%	8%	Spn PMK inh pilot replicates=4.0;MK inhibit pilot replicates=1.0;DPM-DC inhibit pilot screen %=2.5
CCn1c(=O)cc(OCC(=O)Nc2cc(C)ccn2)c2ccccc21	2	-3%	12%	-13%	i	17	1%	-7%	7%	Spn PMK inh pilot replicates=1.0;MK inhibit pilot replicates=4.0;DPM-DC inhibit pilot screen %=2.5

Rows were taken by chance (roughly 3.3% active in at least one column).
